# ARNT-TACC3 inh: disruptors of human ARNT/TACC3 interaction | Q9Y6A5 | AlphaScreen His-ARNT PAS-B/GST-TACC3 binding, luminescence; TACC3 fragment carries E629A point mutation | inhibition, % at 9.99 µM | hit rate 0.66% among 390,000 | AID 623870;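 active = mean inhibition of replicates at least 50% and at least half of replicates each reaching 50%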;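 also: 0% = complete ARNT plus TACC3 wells and 100% = ARNT alone without TACC3; many hits fall short of the cut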
# An asterisk follows results filed as active. An excerpt; rates above refer to the full screens.
smiles	ARNT-TACC3 inh
CC(C)c1ccc(S(=O)(=O)/N=C2/C=C(Sc3ncn[nH]3)C(=O)c3ccccc32)cc1	40.2
O=C(C1CCN(S(=O)(=O)c2cccnc2)CC1)N1CCCCC1	-1.0
Cc1c(Cl)cccc1NC(=O)Nc1ccc(C(=O)N2CCCC2)cc1	31.1
COc1cccc(CNc2ncc(Br)cc2Br)c1O	2.1
COc1cc(/C=N/O)cc(Br)c1OCC(=O)NCc1ccccc1	-0.2
COC(=O)C1C(=O)C2=C(CC1C)NC(=O)CC2c1cccc(C)c1 (centres undefined)	-4.4
Nn1c(SC/C=C/c2ccccc2)nnc1-c1ccco1	-4.3
CC(=O)c1ccc(C#CC(C)(C)O)s1	-3.1
Cc1cccc(NC(=O)C2CCN(S(=O)(=O)c3c(C)noc3/C=C/c3ccco3)CC2)n1	3.9
Cc1ccc(NC(=O)N2CCC(C(=O)Nc3ccc(C)cc3C)CC2)cc1	-4.4
COc1ccccc1NS(=O)(=O)c1cc(NC(=O)Nc2cccc(C)c2)ccc1N1CCCCC1	-1.4
Cc1ccc(NC2=CC(=O)CC(c3ccc(Cl)cc3)C2)cc1 (centres undefined)	0.1
CCN(CC(=O)Nc1ccc(NC(C)=O)cc1)C(=O)COc1ccc(C(=O)c2ccccc2)cc1	1.1
O=C1/C(=C/c2ccco2)Oc2c1ccc(O)c2CN1CCCCC1	7.5
COC(=O)c1sccc1NC(=O)/C=C/C(=O)O	0.7
CCCSc1nc(C)c2cc(C)cc(C)c2n1	-7.4
CC(=C1C(=O)c2ccccc2C1=O)N1CCC(C(N)=O)(N2CCCCC2)CC1	0.5
CCOC(=O)c1[nH]c(C)c(/C(O)=C2\C(=O)C(=O)N(CCCN3CCOCC3)C2c2cccnc2)c1C (centres undefined)	-5.2
Cc1cc(C(=O)CN2C(=O)NC3(CCCc4ccccc43)C2=O)c(C)n1Cc1ccccc1 (centres undefined)	-7.2
Cc1ccnc(NC(=O)c2c(-c3ccccc3Cl)noc2C)c1	0.0
O=C(COc1ccc(-n2cnnn2)cc1)NC1CCCCC1	1.4
CCn1cc(CNC(=O)/C=C/c2cnn(C)c2)c(C)n1	-3.3
O=C1C2C3CCC(C3NCc3ccccc3)C2C(=O)N1Cc1ccccc1 (centres undefined)	-4.4
CCOc1ccc(C(=O)N/N=C/c2ccccc2[N+](=O)[O-])cc1	-0.2
CC1(C)Cc2c(sc3c2c(=N)n(Cc2ccco2)c(=O)n3CC(=O)Nc2ccc(Cl)cc2)CO1	-14.0
CC(C)(C)c1ccc(/C=C/C(=O)Nc2ccncc2)cc1	-16.1
CC(=O)NS(=O)(=O)c1ccc(NC(=O)C2C3C=CC(C3)C2C(=O)O)cc1 (centres undefined)	0.7
CN1CCC(N2CCCC(C(=O)O)C2)CC1 (centres undefined)	-3.8
CC1(c2ccccc2)CC(C)(C)N(C(=O)CSc2nnc(N)s2)c2ccccc21 (centres undefined)	3.1
COC(=O)C1=C(C)N(c2ccc(OC)cc2)C(=O)/C1=C\c1cccs1	-2.9
Cc1ccc(NC(=O)CN(C)C(=O)COc2cccc3cccnc23)cc1	58.3*
CCCOc1ccc(/C=N/Nc2ccccc2[N+](=O)[O-])c(OCCC)c1	-1.0
Cc1cc(C)cc(NC(=O)[C@H](NC(=O)[C@@H]2Cc3ccccc3CN2)c2ccccc2)c1	-3.4
COc1ccccc1CNc1nc(-c2cc(C)n(C)c2C)cs1	-4.7
CCOC(=O)c1c(NC(=O)CSc2nc3ccccc3c(=O)n2-c2ccc(F)cc2)sc(C(C)=O)c1C	-2.2
Cc1ccnc(NS(=O)(=O)c2cnc(Cl)c(Br)c2)c1	-7.8
COc1cccc(C(=O)Nc2cc3c(cc2Cl)OCCCO3)c1	-15.9
O=C(c1cccc(F)c1)N1CCN(Cc2ccco2)CC1	-5.2
CC1CCc2c(sc(NC(=O)c3ccc(Cn4cc(Br)cn4)o3)c2C(N)=O)C1 (centres undefined)	-0.2
Cc1cc(C)n2nc(CC(=O)NCc3ccccc3Cl)nc2n1	-2.4
CCCCCNS(=O)(=O)c1cc(C)ccc1OC	-2.8
COc1ccc(NC(=O)C(=O)NCCO)cc1Cl	35.5
O=C(O)CCN1C(=O)c2ccc(NC(=O)CSc3ccccc3)cc2C1=O	-5.9
CC1CCCN(C(=O)c2ccc3c(c2NCCO)C(=O)c2ccccc2C3=O)C1 (centres undefined)	26.5
C(=Nc1ccc(Nc2ccccc2)cc1)c1ccc2ccccc2c1	2.4
CN1/C(=C/c2cc[n+](C)c3ccccc23)C=Cc2ccccc21	16.3
CC(=O)NN1C(=O)/C(=C/c2ccc(C(C)C)cc2)SC1=S	3.2
Cc1ccc(/C=N/NC(=O)C2CC(=O)N(c3ccccc3)C2)s1 (centres undefined)	0.3
O=C(COC(=O)/C=C/c1cccc(C(F)(F)F)c1)NCc1ccc(F)cc1	6.7
Cc1ccc(NCc2ccccc2F)cc1	-2.0
CCCn1c(O)c(CN2CCCCC2)c(C)c(C#N)c1=O	4.5
Cc1ccc(N2C(N)=C(C#N)C(c3cccnc3)C3=C2CCCC3=O)cc1 (centres undefined)	-1.0
Cc1ccc(OCC(=O)NC(=S)Nc2cccc(C)n2)cc1	-8.4
Cc1cccc(/C(N)=N/OC(=O)c2ccc(F)cc2)c1	-7.7
O=C(CN1CCN(S(=O)(=O)c2cc(Cl)ccc2Cl)CC1)Nc1ccc2c(c1)OCCO2	-2.1
Cn1c(SCC(=O)c2ccccc2)nnc1-c1cccc(N)c1	-15.4
Cc1ccc(-n2c(N)c(-c3nc4ccccc4n3C)sc2=S)cc1	2.4
CCC1=NN(C(=O)c2cccnc2)C(O)(C(F)(F)F)C1 (centres undefined)	-2.2
CCCCCCCCCCCCCCCCn1cc[n+](CC(C)=O)c1	-20.1
Cc1noc2ncc(C(=O)c3cc(F)ccc3O)cc12	26.0

# Additional compounds follow.
smiles	ARNT-TACC3 inh
CSc1ncccc1C(=O)OCC(=O)N(C)C1CCS(=O)(=O)C1 (centres undefined)	-5.6
COc1ccc(/C=C/C(=O)NC(=S)NNC(=O)c2cccnc2)cc1OC	0.2
Cc1c(Cl)cccc1NC(=S)NCCN1CCOCC1	-24.8
Cc1cc2ncn(-c3ncnc4sc(C)c(C)c34)c2cc1C	-3.6
O=[N+]([O-])c1ccc(Cl)c(S(=O)(=O)N2CCCCCC2)c1	-11.8
COc1ccc(S(=O)(=O)N2CCN(CC(=O)Nc3ccc(C)c(F)c3)CC2)cc1	1.3
CCC[N+](CC#Cc1ccccc1)(CCC)CC(=O)OC	-0.5
COCCn1c(=O)[nH]c(=O)c2cc(C(=O)c3cc(Cl)ccc3O)cnc21	6.5
O=C(Cn1c(COc2ccc(Cl)cc2)nc2ccccc21)NCC(F)(F)F	-8.1
O=C(CNC(=O)c1cccc(Cl)c1)N/N=C/C=C/c1ccccc1	0.5
COc1ccc(-c2cc(C(F)(F)F)nc(SCC(=O)NCc3cccs3)n2)cc1OC	-2.7
Cc1ccc(-c2n[nH]c(=S)n2/N=C/c2cccn2C)cc1	-4.3
O=S(=O)(Nc1cccnc1)c1cccc(Cl)c1	4.5
COc1ccc(N/N=C(/C)c2cnnc(-c3ccccc3)n2)cc1	-33.9
CCCCOc1cccc(C(=O)NC(=S)Nc2cccc(NC(=O)c3ccccc3Cl)c2)c1	-5.8
COc1cc(/C=N/NC(=O)COc2c(C)cc([N+](=O)[O-])cc2C)ccc1OC(=O)c1ccccc1Br	-22.6
Cc1nn(C)cc1NC(=O)CC12CC3CC(CC(C3)C1)C2	-7.4
C/C(=N\NC(=O)CSc1ncccn1)c1ccc2c(c1)OCCO2	-4.0
O=C(CCCn1c(=O)c2sccc2n(CC(=O)NCc2ccco2)c1=O)NCc1ccco1	-0.2
Cc1ccc2c(c1)nnn2C1CCN(C(=O)C2CCCCC2)CC1	-12.0
CCC(C(=O)NCc1ccco1)N(C(=O)CNS(=O)(=O)c1ccc(C)cc1)c1ccccc1OC (centres undefined)	-4.7
COc1ccc(CC(=O)Nc2nc3ccc(F)cc3s2)cc1S(=O)(=O)N1CCOCC1	5.8
CS(=O)(=O)CCC(C(=O)OCc1ccc(Cl)cc1)N1C(=O)c2ccccc2C1=O (centres undefined)	18.0
Cc1c(Cl)cccc1NC(=S)N=Nc1c(O)n(CN2CCOCC2)c2ccccc12	17.3
COc1cccc(/C=N/NC(=O)c2cnccn2)c1	4.6
CCCCN(CCCC)C(=O)/C=C/c1cccc([N+](=O)[O-])c1	9.0
COc1cc(/C=C(\NC(C)=O)C(=O)Nc2cccc(O)c2)ccc1OC(C)=O	-5.6
CCCCNS(=O)(=O)c1ccc2nc(SCC(=O)N3CC(C)OC(C)C3)[nH]c2c1 (centres undefined)	-2.4
COc1ccccc1C(=O)NC(=S)NNC(=O)c1sc2ccccc2c1Cl	1.5
N=C(N)SCc1ccccn1	35.0
CN(Cc1cccs1)C(=O)Cc1c[nH]c2ccccc12	-3.4
COc1ccc(C(=O)NN=C(Cc2ccccc2)Cc2ccccc2)cc1OC	-8.6
Cc1cccc(C(C)(C)C)c1OCCn1ccnc1	-5.5
N/C(Cc1ccc([N+](=O)[O-])cc1)=N\OC(=O)c1ccc2ccccc2c1	-2.5
O=C1c2ccsc2SCCN1Cc1ccc(Cl)cc1	-8.5
Cc1ccc(N=Cc2c(O)n(-c3nccs3)c(=O)c3ccccc23)c(C)c1	-15.5
COc1ccc(OC)c(NC(=O)[C@@H]2CCCN2C(=O)c2cccs2)c1	-2.1
CCn1cc(CNC(=O)c2c(-c3c(Cl)cccc3Cl)noc2C)c(C)n1	-7.9
COc1ccc(C(=O)CN2C(=O)NC(C)(c3ccccc3)C2=O)cc1OC (centres undefined)	-6.8
COc1ccc(/C(C)=N/N=C2/NC(=O)CC(C(=O)O)S2)cc1 (centres undefined)	-24.2
CCN(CC)c1ccc2cc(S(=O)(=O)c3ccc(C)cc3)c(=O)oc2c1	-33.8
Cc1cccc(N2CCN(C(=O)CCNS(=O)(=O)c3ccc4c(c3)CCC(=O)N4)CC2)c1C	-0.5
O=C(NC(NC(=S)Nc1ccccc1)C(Cl)(Cl)Cl)c1cccc(Cl)c1 (centres undefined)	33.5
Cn1ncc2c(Nc3ccc(-c4ccccc4)cc3)ncnc21	0.8
CCOC(=O)c1sc(NC(=O)c2cc(-c3ccccc3C)nc3ccccc23)c(C#N)c1C	-10.4
CC(C)C(C)NC(=O)COc1ccc(S(=O)(=O)N2CCOCC2)cc1[N+](=O)[O-] (centres undefined)	1.9
O=C(NCCN1CCc2ccccc2C1)C1CC(=O)N(C2CCCC2)C1 (centres undefined)	-10.7
O=C(Nc1ccc2c(c1)OCO2)c1ccc(S(=O)(=O)NCC2CCCO2)cc1 (centres undefined)	0.6
O=C(N/N=C/c1cccs1)c1cc(-c2ccc3ccccc3c2)n[nH]1	-55.3
O=S(=O)(NCC(c1ccco1)N1CCN(c2ccccc2F)CC1)c1ccc2c(c1)OCCO2 (centres undefined)	-3.3
O=C(NC1CCCC1)C(c1ccc(Cl)cc1)N(Cc1ccc(F)cc1)C(=O)CCl (centres undefined)	-4.6
Cn1ccnc1SCC(=O)Nc1cc(C(F)(F)F)ccc1N1CCOCC1	0.7
Cc1cc(C)n(CCC(=O)N/N=C/c2ccc(O)cc2)n1	9.9
CC(C)c1nc(=S)n(-c2ccccc2)[nH]1	-8.9
CCn1c(=NC(=O)CSC(C)=O)sc2ccccc21	15.0
O=C(NCc1ccc(-c2nc3ccccc3s2)cc1)c1cc2ccccc2o1	-9.5
N#C/C(=C\c1cn(Cc2ccccc2F)c2ccccc12)C(=O)NCc1ccco1	-6.5
O=C(Nc1ncc(Cc2cc(Cl)ccc2Cl)s1)c1ccc([N+](=O)[O-])cc1	35.0
Cc1cs/c(=N\N=C\c2ccc(O)cc2)n1Cc1ccco1	21.6
Cc1ccc(N2C(=O)CC(N3CCN(C4CCc5ccccc5C4)CC3)C2=O)cc1 (centres undefined)	-41.5

# Next part
smiles	ARNT-TACC3 inh
COC(C(=O)Nc1cccc(F)c1)c1ccccc1 (centres undefined)	-4.0
O=C(O)c1ccccc1C1=Nc2ccc(O)cc2Oc2cc(O)ccc21	-2.1
CC(=O)Nc1ccc(S(=O)(=O)Nc2nc3ccccc3s2)cc1	-6.7
CC(=O)NC(Cc1ccccc1)C(=O)OCC(=O)c1ccc(F)cc1 (centres undefined)	-4.3
Oc1ccccc1Nc1nc(NCC2CCCO2)c2ccccc2n1 (centres undefined)	15.5
O=C(COc1ccccc1)Nc1sc2c(c1C(=O)NCc1cccnc1)CCCC2	1.5
ON1C2CCCCC2N(O)C1c1ccccc1C(F)(F)F (centres undefined)	-7.6
COc1ccc(C(=O)NC(=S)Nc2ccccc2N2CCCCC2)cc1[N+](=O)[O-]	11.7
Cc1ccc(C(C(=O)NC(C)(C)C)N(CC2CCCO2)C(=O)Cn2nnc(-c3ccc(C)o3)n2)cc1 (centres undefined)	8.6
Cc1nnc(SCC(=O)N/N=C/c2ccc(-c3ccc(C)c(Cl)c3)o2)s1	-2.4
CCN(CC)c1ccc(NC(=O)CSc2nc3ccccc3c(=O)n2-c2cc(S(=O)(=O)N(C)C)ccc2C)cc1	2.1
CSc1ccc(-c2nnn(Cc3ccc(C)cc3)n2)cc1	-5.7

# 5 entries from above, arranged by their value in ARNT-TACC3 inh, largest number first.
molecule | ARNT-TACC3 inh
Oc1ccccc1Nc1nc(NCC2CCCO2)c2ccccc2n1 (centres undefined) | 15.5
Cc1ccc(C(C(=O)NC(C)(C)C)N(CC2CCCO2)C(=O)Cn2nnc(-c3ccc(C)o3)n2)cc1 (centres undefined) | 8.6
O=C(COc1ccccc1)Nc1sc2c(c1C(=O)NCc1cccnc1)CCCC2 | 1.5
Cc1nnc(SCC(=O)N/N=C/c2ccc(-c3ccc(C)c(Cl)c3)o2)s1 | -2.4
CC(=O)Nc1ccc(S(=O)(=O)Nc2nc3ccccc3s2)cc1 | -6.7
